M1 PAM parental: nonselective activator or artifact in parental CHO-K1 calcium assay; ATP EC20, Fluo-8 calcium fluorescence; 0% at ATP EC20, 100% at ATP max; activation, % at 3 µM; actives 0.02% (n = 360,000); AID 602247;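 active = activation above the run cutoff, the mean activation of all test compounds plus 3 SD, cut at about 40% in these data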;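 note: peak over basal fluorescence ratio in a 140 s read after ATP addition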
TAAR1 antag: antagonists of human TAAR1; AID 624466; inhibition, % at 3 µM; actives 1.5% (n = 360,000); Q96RJ0; CHO RD-HGA16 TAAR1, Fluo-8 calcium fluorescence, antagonist;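 active = inhibition above a per-plate cutoff, the mean inhibition of test compounds on that plate plus 3 SD, cut at about 49% in these data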;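 note: 0% = DMSO plus EC80 beta-PEA response and 100% = DMSO alone without agonist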
Target sequence (Q96RJ0 whole entry, looked up): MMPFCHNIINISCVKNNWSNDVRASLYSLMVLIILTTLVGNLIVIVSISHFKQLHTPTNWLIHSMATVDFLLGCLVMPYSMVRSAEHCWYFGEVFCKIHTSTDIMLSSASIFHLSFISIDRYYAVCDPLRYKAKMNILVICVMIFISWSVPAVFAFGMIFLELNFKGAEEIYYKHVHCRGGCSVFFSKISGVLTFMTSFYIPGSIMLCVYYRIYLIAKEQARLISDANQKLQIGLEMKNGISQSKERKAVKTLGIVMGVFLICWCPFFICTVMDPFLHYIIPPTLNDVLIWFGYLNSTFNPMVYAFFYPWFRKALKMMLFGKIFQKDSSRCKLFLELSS
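Test system: hTAAR1-expressing CHO RD-HGA16 cells, Gα16-coupled; Probe or stimulus: EC80 β-phenethylamine stimulus; Compound dosing: single nominal final test compound concentration of 3 µM; Timing: 140 s kinetic read after compound, 140 s after agonist; Signal: Fluo-8 calcium-sensitive fluorescence; Measure: % inhibition of agonist calcium response; Controls: DMSO and EC80 PEA controls.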
CHRM4 PAM: positive allosteric modulators of human muscarinic M4 receptor | actives 0.4% (n = 360,000) | P08173 | AID 624126 | CHO-K1 hM4/Gqi5, Fluo-8 calcium fluorescence, ACh EC20; 0% = ACh EC20, 100% = maximal ACh | activation, % at 3 µM;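 active = activation above its plate's cutoff, the mean activation of sample wells plus 3 SD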; note: some results filed as inactive read as strong as hits
TAAR1 agonist: human TAAR1 agonism | actives 0.99% (n = 360,000) | activation, % at 3 µM | CHO RD-HGA16 TAAR1, Fluo-8 calcium fluorescence; vehicle wells 0%, saturating PEA agonist 100% | Q96RJ0 | AID 624467;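 active = activation above the mean activation of all test compounds in the run plus 3 SD, cut at about 38% in these data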
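Signal – calcium-sensitive Fluo-8 signal, excitation 470-495, emission 515-575 nm · System – RD-HGA16 (CHO) cells co-expressing Gα16 and hTAAR1 · Incubation – 17-24 h seeding, 75 min 37 °C dye, 30 min RT · Compound dosing – 3 µM single concentration · Repeats – no replicates (n 1)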
M5 PAM: positive allosteric modulators of human muscarinic M5 receptor; CHO-K1 hM5, Fluo-8 calcium, ACh EC20 PAM; 0% = ACh EC20, 100% = ACh EC100; activation, % at 3 µM; actives 0.3% (n = 360,000); AID 624038;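 active = activation above the run cutoff, the mean activation of all test compounds plus 3 SD, cut at about 18% in these data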
Target sequence (P08912 whole entry, looked up): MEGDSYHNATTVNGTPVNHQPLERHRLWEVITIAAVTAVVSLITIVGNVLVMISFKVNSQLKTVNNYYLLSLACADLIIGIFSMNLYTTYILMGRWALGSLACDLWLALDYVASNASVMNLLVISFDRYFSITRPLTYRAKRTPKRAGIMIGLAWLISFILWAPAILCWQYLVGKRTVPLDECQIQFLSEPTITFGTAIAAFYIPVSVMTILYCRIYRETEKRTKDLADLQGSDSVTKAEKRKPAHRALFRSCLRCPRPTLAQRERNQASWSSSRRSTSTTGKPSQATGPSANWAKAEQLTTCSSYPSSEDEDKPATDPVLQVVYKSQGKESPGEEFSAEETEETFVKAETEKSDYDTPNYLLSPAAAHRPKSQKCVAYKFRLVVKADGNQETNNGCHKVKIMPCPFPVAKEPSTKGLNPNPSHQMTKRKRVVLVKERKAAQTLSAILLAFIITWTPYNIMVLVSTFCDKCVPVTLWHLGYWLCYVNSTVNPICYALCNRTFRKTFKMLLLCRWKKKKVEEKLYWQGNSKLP
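system = human M5 receptor in CHO-K1 cells | compound = one concentration, 3 µM final (nominal) | schedule = Post-acetylcholine fluorescence recording 140 s | signal = Fluo-8 calcium dye fluorescence, kinetic read | benchmarks = low control EC20 acetylcholine (0%), high control EC100 acetylcholine (100%) | repeats = singlicate, one well per test compound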
CRFR2-BP antag: CRF-BP/CRF-R2 complex antagonism | HEK293 CRF-R2/CRF-BP, CRF-induced calcium fluorescence | inhibition, % at 11.8 µM | actives 0.59% (n = 350,000) | AID 588475;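 active = inhibition of the ligand-induced calcium signal above about 50% at the single tested concentration, limit read from the data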
M5 antag: blocks acetylcholine activation of human M5 receptor. CHO-hM5 cells, Fluo-8 calcium fluorescence, ACh EC80. AID 624040. actives 0.59% (n = 360,000). inhibition, % at 3 µM;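 active = inhibition above a per-plate cutoff, the mean of that plate's test compounds plus 3 SD, cut at about 27% in these data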;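 note: 0% = acetylcholine EC80 with DMSO and 100% = DMSO without agonist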
CRFBP-R2 agonist: CRF-BP/CRF-R2 complex agonism; actives 0.46% (n = 350,000); HEK293 CRF-R2/CRF-BP, calcium dye fluorescence (FLIPR); percent of saturating CRF peptide response; activation, % at 13.2 µM; AID 588473;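 active = activation of at least 50%, plus an integration ratio under a set limit after plate pattern correction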;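 note: plate controls were neutral control wells without compound for no effect and CRF at EC100 for full effect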
CHRM5 agonist: CHRM5 agonism in calcium assay. P08912. CHO-K1 hM5 cells, Fluo-8 calcium fluorescence; 0% DMSO wells, 100% maximal acetylcholine response. activation, % at 3 µM. actives 0.19% (n = 360,000). AID 624037;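 active = activation above the run's mean over test compounds plus 3 SD, cut at about 23% in these data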;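 note: signal is peak over basal fluorescence ratio across the kinetic read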
* = called active by the depositor; · = no result given.

Sample of the layout, 4 compounds:
SMILES	M1 PAM parental	TAAR1 antag	CHRM4 PAM	TAAR1 agonist	M5 PAM	CRFR2-BP antag	M5 antag	CRFBP-R2 agonist	CHRM5 agonist
Cc1ccc(S(=O)(=O)Nc2cc(C)c(O)c(S(=O)(=O)c3ccc(C)cc3)c2)cc1	7	-4	4	13	-3	0	4	0.5	0
Cn1cc([C@]2(O)C(=O)Nc3ccc(OC(F)(F)F)cc32)c2ccccc21	·	40	11	41*	3	·	6	·	12
O=[N+]([O-])c1cc(S(=O)(=O)CCCN2CCOCC2)ccc1F	13	-1	13	11	1	14	2	0.2	-2
CCN(CC)c1ccc(N/C(N)=N/c2nc(C(F)(F)F)cc(=O)[nH]2)cc1	16	-4	11	-2	7	30	-8	-3.6	0

The listing, from the start:
SMILES	M1 PAM parental	TAAR1 antag	CHRM4 PAM	TAAR1 agonist	M5 PAM	CRFR2-BP antag	M5 antag	CRFBP-R2 agonist	CHRM5 agonist
Cc1ccc(S(=O)(=O)Nc2cc(C)c(O)c(S(=O)(=O)c3ccc(C)cc3)c2)cc1	7	-4	4	13	-3	0	4	0.5	0
Cn1cc([C@]2(O)C(=O)Nc3ccc(OC(F)(F)F)cc32)c2ccccc21	·	40	11	41*	3	·	6	·	12
O=[N+]([O-])c1cc(S(=O)(=O)CCCN2CCOCC2)ccc1F	13	-1	13	11	1	14	2	0.2	-2
CCN(CC)c1ccc(N/C(N)=N/c2nc(C(F)(F)F)cc(=O)[nH]2)cc1	16	-4	11	-2	7	30	-8	-3.6	0
Fc1ccc(NCc2cccnc2)cc1	12	-9	12	8	-2	-7	3	0.3	-2
COc1ccc(/C=N\NC(=O)/C(=C\Nc2nccc(C)n2)NC(=O)c2ccccc2)cc1	11	36	-2	12	-3	18	0	-2.3	0
O=C(CC(Nc1ccccc1Cl)C(=O)O)c1ccccc1 (stereo not drawn)	14	4	3	10	4	8	3	0.5	0
CCN(Cc1ccc2c(c1)OCO2)C(=O)CSc1ncnc2sccc12	-4	-5	3	15	-3	-5	-2	0.1	3
CCOc1c(Br)cc(/C=C(\C#N)C(=O)NC2CC2)cc1OC	12	-37	9	2	6	-34	-2	-0.5	1
O=[N+]([O-])c1ccc(C(=S)N2CCN(c3ccc(F)cc3)CC2)cc1	19	9	-4	6	-8	37	10	-2.4	-6
O=c1[nH]c(CSc2nnc(-c3ccncc3)n2Cc2ccco2)nc2ccccc12	20	9	0	6	7	-17	3	-0.4	1
Cc1ccc(-c2nnc(Nc3ccc4c(c3)OCO4)c3ccccc23)cc1S(=O)(=O)NCCO	9	8	-7	1	-4	-1	4	-6.0	-3
Cn1c(SCc2cccc(F)c2)nnc1-c1ccccn1	10	-7	-1	5	2	22	-1	3.8	-7
O=S(=O)(NCC(c1cccs1)N1CCc2ccccc2C1)c1ccccc1 (stereo not drawn)	-11	-11	-7	2	0	5	-1	1.5	-2
Cc1ccc(C)c(N2CC(C(=O)Nc3nccs3)CC2=O)c1 (stereo not drawn)	23	7	5	0	1	-11	8	2.3	-2
Cc1ccc(C(=O)C2(C)C3c4cc(Br)ccc4OC(=O)C32C(=O)c2ccco2)cc1 (stereo not drawn)	2	-18	9	1	-6	-20	3	2.5	-1
Cc1ccc(-c2cn3c(=O)cc(C)[nH]c3n2)cc1	1	3	1	0	-16	-7	8	-2.3	-8
C[C@H]1CN([C@@H](C)CO)C(=O)CCCn2cc(nn2)CO[C@@H]1CN(C)C(=O)CCC(F)(F)F	7	3	0	0	-1	18	-3	-0.8	-1
CCCc1[nH]n(-c2nc3ccccc3s2)c(=O)c1C=NCCN1CCOCC1	21	-2	7	8	-1	-9	-2	-3.9	2
CCCCN(C1CCS(=O)(=O)C1)S(=O)(=O)c1ccc(OC)c(OC)c1 (stereo not drawn)	-13	-23	8	0	3	-17	-3	0.0	2
O=C(CN1CCN(Cc2ccccc2)C1=O)NCc1ccc(Cl)cc1	14	-15	1	-1	2	-7	11	1.1	-4
O=C1CN(C(=O)COC(=O)C2CC(=O)N(Cc3ccco3)C2)c2ccccc2N1 (stereo not drawn)	4	14	13	3	6	-13	-13	2.6	-2
O=C(NCCCN1CCCC1=O)c1cc(S(=O)(=O)N2CCN(c3ccccc3)CC2)ccc1Cl	11	2	-1	1	2	11	-1	0.2	2
O=C(OCC(=O)N1CCN(c2ccccc2)CC1)c1cccs1	5	7	7	1	1	5	4	-0.6	3
COc1ccc(/C=N/NC(=O)c2cccnc2)cc1CN1CCOCC1	10	-8	24	0	4	3	-5	2.0	4
CC1CCN(C(=O)c2ccc(CS(=O)(=O)Cc3ccccc3)cc2)CC1	-16	-24	-2	10	-12	-6	15	2.6	4
CC1(C)CC(N2CCN(c3ccccc3)CC2)=CC(=[N+]2CCCC2)C1	12	-11	-5	2	2	-2	-1	3.0	-4
COC(=O)C[C@@H]1CC[C@@H](NS(=O)(=O)c2cccc(OC)c2)[C@@H](CO)O1	·	3	12	3	9	·	-3	·	0
COc1cccc(/C=C2\SC(=S)N(CCCC(=O)N3CCOCC3)C2=O)c1	15	3	5	1	3	-10	4	2.1	0
NC(=NCCc1ccc(Cl)cc1)NS(=O)(=O)c1ccc(F)cc1	19	3	-2	2	0	-1	-2	0.5	0
COc1ccccc1C(=O)Nc1nnc(CCc2ccccc2)s1	19	15	0	1	7	6	-2	0.9	1
COc1cc(CNn2cn[nH]c2=S)cc(Br)c1OCc1ccccc1F	1	2	-5	6	-3	-28	-6	-1.8	6
O=C(O)CCCCCCCCCCC1CCC(O)C1O (stereo not drawn)	2	-8	2	2	-5	5	13	-0.8	1
O=C(NCc1ccco1)c1ccc(CNc2c(N3CCCCC3)c(=O)c2=O)cc1	0	-12	4	0	-6	0	1	2.0	1
COC(=O)C(C(=O)OC)C(C)C(C(=O)OC)C(=O)OC	-1	-4	-1	9	0	1	0	0.3	0
Cc1cccc(NC(=O)CN(C)S(=O)(=O)c2ccc(-c3ccc(=O)[nH]n3)s2)c1C	11	-12	1	2	-2	14	-1	1.2	-4
CN(C)CCNC(=O)c1cccc2c(-c3ccc(F)c(F)c3)coc12	11	0	2	2	-1	·	1	·	-2
COc1cccc(CNC(=O)CCS(=O)(=O)c2ccc3c(c2)oc(=O)n3C)c1	3	-27	-1	34	2	7	-9	-1.8	1
CN1CC(=O)N(CC(=O)Nc2cc(Cl)cc(Cl)c2)C1=O	20	21	-2	0	0	-8	9	0.3	1
Cc1ncc(CO)c2cc(C(=O)Nc3ccccc3Cl)c(=Nc3cccc(C(N)=O)c3)oc12	-9	22	-1	3	2	22	3	-0.2	0
Cc1cc(C)c(S(=O)(=O)c2c(C)cccc2C)c(Cl)n1	-7	-1	-6	12	3	6	-1	-0.7	-4
Cc1noc(C)c1C(=O)Nc1ccc(F)cc1	15	-3	-1	9	12	4	-21	-0.3	1
CC(=O)c1cccc(-c2ccnc3c2CC(C(=O)NCCC(F)(F)F)O3)c1 (stereo not drawn)	9	3	-1	1	-4	·	10	·	2
O=C(CN1CCN(C(=O)c2c(F)cccc2F)CC1)Nc1ccccc1C(F)(F)F	0	9	-1	10	-8	-8	3	0.9	2
CC(C)c1ccc(OCc2ccc(C(=O)O)o2)cc1	20	·	7	·	2	6	9	-0.6	0
Cc1nc2ccccc2c(=O)n1-c1ccc(NS(=O)(=O)c2ccc(F)cc2F)cc1	-15	4	7	2	-2	8	-2	1.1	3
Cc1ccc(OCCNC(=O)c2ccccc2O)cc1	6	7	-10	7	-9	10	10	-0.2	3
Cc1cccc(C(=O)NC(=S)Nc2ccc(S(=O)(=O)N(C)c3ccccc3)cc2)c1	3	-13	8	1	-5	-17	-2	2.6	-1
CCOCCCNc1ncnc2c1nc1n2CCCC1	-7	-2	5	3	2	8	0	0.7	-5
Cc1nc2ccccn2c1C(=O)NN=C1CCCC1	-1	-6	-1	8	0	-9	2	0.9	1
Cc1cc(C)n(C(C)n2nc(C)cc2C)n1	-5	16	3	4	3	2	-9	0.1	-1
Cc1cc(=O)[nH]c(SCc2cc(=O)n3nc(C)sc3n2)n1	13	-16	6	2	-1	9	-1	0.2	4
CCOCCCNC(=O)C(NC(=O)c1ccc2c(c1)OCO2)c1ccc(Cl)cc1 (stereo not drawn)	2	-27	-2	6	3	-10	6	-7.3	5
O=C1c2cccc3cccc(c23)C(=O)N1CCN1CCN(C(=S)Nc2ccccc2)CC1	0	-1	7	4	0	2	-4	-0.1	-1
COc1ccc(CN2CCNC(=O)C2CC(=O)NCCN2CCCCC2=O)c(F)c1 (stereo not drawn)	-8	-1	16	5	8	0	-3	0.3	-4
OC1CCCN(CC(O)COc2ccc(-c3ccccc3)cc2)C1 (stereo not drawn)	20	8	0	5	1	-12	12	1.1	-5
O=C(NCCN1CCOCC1)c1ccc(NC(=O)c2ccc(Br)o2)cc1	-8	11	2	0	1	·	-2	·	-1
Cc1ncc([N+](=O)[O-])n1Cc1cccc2ccccc12	11	2	-4	7	-6	18	7	-0.5	1
CCc1ccc(CN(C)C(=O)c2cc(COc3cc(C)c(Cl)c(C)c3)on2)nc1	25	-5	-7	-2	-6	18	8	3.4	-4
COC(=O)[C@H](Cc1ccccc1)NC(=O)NCc1ccc(C)cc1	13	-5	0	8	-4	16	7	-0.3	1

(more compounds)
SMILES	M1 PAM parental	TAAR1 antag	CHRM4 PAM	TAAR1 agonist	M5 PAM	CRFR2-BP antag	M5 antag	CRFBP-R2 agonist	CHRM5 agonist
O=C(Cc1c(O)c2ccccc2[nH]c1=O)NC1CCCCCCC1	16	-19	-10	11	-8	-83	8	0.8	-2
O=C(NC(NC(=S)Nc1ccccc1C(=O)O)C(Cl)(Cl)Cl)c1ccco1 (stereo not drawn)	-6	-5	-6	2	-4	-4	8	-2.2	-1
CC(C)(C)Cc1c(-c2ccc(C#N)cc2)nc2c(Cl)cc(C(F)(F)F)cn12	17	-1	2	1	-6	·	6	·	2
CCn1c(CC(=O)Nc2ccc(F)cc2)nnc1SCC(=O)NC1=NCCS1	-1	-16	-2	2	-3	9	5	0.2	-1
C=C(C)C(=O)Nc1nnc(-c2ccccc2C)s1	-6	17	-1	0	10	-27	-4	3.5	-1
O=C(CN(C(=O)c1csnn1)c1ccccc1)NCCc1ccccc1	-12	3	5	0	-1	3	1	-1.4	-3
Cc1ccc(S(=O)(=O)/N=C(/Nc2ccc(F)cc2F)c2ccc(F)cc2)cc1	10	4	2	-1	2	-7	-1	0.8	-2
O=C(NCCCO)C(=O)NCc1ccncc1	6	12	-3	4	2	-1	-8	-0.4	0
CCOC(=O)c1nn(-c2ccccc2)c(=O)cc1SC1CCCCC1	27	-9	10	0	4	-7	5	-1.9	-1
O=C(Nc1nnc(N2CCCCCC2)s1)c1cc(-c2ccc(Br)cc2)on1	-9	-39	-5	1	-6	0	3	-1.2	1

Compound activity from PubChem BioAssay.
